H37Rv inhibition – M. tuberculosis growth inhibition, HTS (AID 449762); M. tuberculosis H37Rv growth inhibition, 7H9 media; higher % means a stronger effect; inhibition, % at 25 µM, or IC50 in µM where a hit was titrated; actives 0.59% (n = 330,000); in the data active = a potency from the dose series; inconclusive = inhibition above about 70% without an active follow-up result;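 note: bacterial growth assessed after seven days of incubation; strong numbers were not always called active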
H1N1 NS1A inhibition – H1N1 influenza NS1A inhibitors, functional cell based assay (AID 504329); inhibition, % at 12.5 µM; hits with a dose series show IC50 in µM; actives 0.3% (n = 340,000); NS1A functional cell-based assay, percent inhibition; higher % means a stronger effect; in the data active = a potency from the dose series; inconclusive = inhibition above about 27% without an active follow-up result; note: strong numbers were not always called active
inhibitors of VEEV – inhibitors of VEEV TC-83 cytopathic effect, confirmation, Vero cells (AID 588727); inhibition, % at 20 µM; hits with a dose series show IC50 in µM; actives 0.13% (n = 350,000); Vero cells, VEEV TC-83 cytopathic effect inhibition; higher % means a stronger effect; in the data active = a potency from the dose series; inconclusive = inhibition mostly from about 14% at the one dose, without a potency; inactive = the rest, 99 in 100 with inhibition below about 12%; note: strong numbers were not always called active
M. tuberculosis – growth inhibition of non-replicating M. tuberculosis (AID 488890) | Mycobacterium tuberculosis non-replicating, growth inhibition; higher % means a stronger effect | inhibition, % at 25 µM; hits with a dose series show IC50 in µM | actives 0.39% (n = 320,000); in the data active = a potency from the dose series; inconclusive = inhibition mostly from about 82% at the one dose, without a potency; inactive = the rest, 99 in 100 with inhibition below about 76%;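 note: plate controls were DMSO cells for no effect and high antibiotic wells for full effect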
PhoP GFP inhibition – PhoP regulon inhibitors, Salmonella typhi PhoP promoter GFP reporter, confirmatory (AID 1850). Salmonella Typhi PhoP-promoter GFP reporter, fluorescence, 4 h; higher % means a stronger effect. inhibition, % at 50 µM; hits with a dose series show IC50 in µM. actives 0.33% (n = 310,000); in the data active = a potency from the dose series; inconclusive = inhibition mostly from about 25% at the one dose, without a potency; inactive = the rest, 99 in 100 with inhibition below about 19%;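 note: 0% = induced wells with vehicle and 100% = uninduced wells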
inhibitors of VEEV 10K pilot screen – also measured in inhibitors of VEEV; calls as there; inhibition, %; measured here: 10K pilot screen inhibition
The depositor's hits bear a star; i = inactive; u = inconclusive; x = no result given.

SMILES	H37Rv inhibition	H1N1 NS1A inhibition	inhibitors of VEEV	M. tuberculosis	PhoP GFP inhibition	others
O=C(CCS(=O)(=O)c1ccccc1)Nc1nccs1	-5%	0%	3.3%	9%	3%
CCNC(=O)NC(=O)CSc1ccc(S(=O)(=O)N2CCOCC2)cn1	2%	-3%	1.3%	-2%	x
O=[N+]([O-])c1ccc2[nH]nc(-c3ccccc3)c2c1	-11%	-2%	2.2%	7%	-16%
COc1ccccc1C(=O)Nc1ccncc1	2%	-5%	0.4%	-24%	-6%
Cc1nc(NC2CCCCC2)c2nnn(Cc3ccccc3Cl)c2n1	7%	-1%	0.7%	22%	-9%
CCCc1nc2ccccc2c(C(=O)OCc2nnc(-c3cc(OC)c(OC)c(OC)c3)o2)c1CC	-9%	6%	i	21%	3%
Cc1ccc(C23CC4CC(CC(C(=O)NC(C(=O)O)C(C)C)(C4)C2)C3)cc1 (centres undefined)	1%	-10%	i	0%	-1%
C[C@@]12C(=O)N(c3cccc(F)c3)C(=O)N1[C@@H]1c3ccccc3OC[C@@H]1[C@H]2c1ccccc1	7%	-2%	6.7%	20%	x
COc1cc(F)cc(C2=CC(=O)C[C@H](c3ccc(F)cc3)C2)c1	-6%	-7%	0.1%	0%	x
CC(=O)Nc1ccc(NC(=O)CN2CCCC(C)C2)c(Cl)c1 (centres undefined)	-5%	1%	0.5%	6%	-2%
Cc1ccc(S(=O)(=O)Nc2ccc(NC(=O)Nc3cccc(C(F)(F)F)c3)cc2)cc1	-4%	-5%	i	14%	0%
Cc1ccc2nc3c(cc(C(=O)NCCc4ccccc4)c(=N)n3CC3CCCO3)c(=O)n2c1 (centres undefined)	-3%	12%	i	8%	10%
COCCCNC(=O)Cn1nnc(-c2ccc(NC(=O)c3ccccc3OC)cc2)n1	-6%	4%	0.7%	6%	-16%
Fc1ccccc1NC(=S)N(CCN1CCCCCC1)Cc1cccs1	-3%	-4%	0.4%	16%	-10%
CC1(C)Cn2c(nnc2-c2cccc(O)c2)S1	-5%	-3%	4.0%	27%	-4%
Cc1ccc(NC(=O)N2CCCC2)cc1Cl	3%	-5%	i	72%	-4%
C#CCn1c(=O)cc(C)c2ccccc21	-2%	7%	1.2%	-6%	14%
O=C(O)c1nn(CC(=O)N2CCC(Cc3ccccc3)CC2)c(=O)c2ccccc12	2%	-2%	0.6%	21%	0%
c1cncc(CSc2nnc3ccc(-c4ccncc4)nn23)c1	-7%	-2%	0.3%	-4%	7%
O=C(O)c1ccc(-c2ccc(-c3ccccc3)cc2)s1	3%	8%	i	75%	11%
Cn1ncc(N=Cc2ccccc2O)c1C(=O)N1CCOCC1	4%	7%	0.3%	-10%	28%
COc1ccc(-c2ccc(OC)cc2C(=O)O)cc1	-2%	-1%	1.1%	-18%	-2%
COc1ccccc1N1CCN(C(=O)c2cc3c(=O)n4cccc(C)c4nc3s2)CC1	8%	-4%	2.5%	14%	-3%
CC(C)(C)NC(=O)NC(=O)COC(=O)C1=COCCO1	1%	7%	i	-9%	0%
CC(=O)Nc1c(C(=O)N2CCCCCC2)cnn1-c1ccccc1Cl	6%	-8%	1.7%	14%	-15%

Compounds listed so far containing two or more sulfur atoms:
SMILES	H37Rv inhibition	H1N1 NS1A inhibition	inhibitors of VEEV	M. tuberculosis	PhoP GFP inhibition	others
O=C(CCS(=O)(=O)c1ccccc1)Nc1nccs1	-5%	0%	3.3%	9%	3%
CCNC(=O)NC(=O)CSc1ccc(S(=O)(=O)N2CCOCC2)cn1	2%	-3%	1.3%	-2%	x
Fc1ccccc1NC(=S)N(CCN1CCCCCC1)Cc1cccs1	-3%	-4%	0.4%	16%	-10%

The main list resumes, starting six compounds before the break.
SMILES	H37Rv inhibition	H1N1 NS1A inhibition	inhibitors of VEEV	M. tuberculosis	PhoP GFP inhibition	others
O=C(O)c1ccc(-c2ccc(-c3ccccc3)cc2)s1	3%	8%	i	75%	11%
Cn1ncc(N=Cc2ccccc2O)c1C(=O)N1CCOCC1	4%	7%	0.3%	-10%	28%
COc1ccc(-c2ccc(OC)cc2C(=O)O)cc1	-2%	-1%	1.1%	-18%	-2%
COc1ccccc1N1CCN(C(=O)c2cc3c(=O)n4cccc(C)c4nc3s2)CC1	8%	-4%	2.5%	14%	-3%
CC(C)(C)NC(=O)NC(=O)COC(=O)C1=COCCO1	1%	7%	i	-9%	0%
CC(=O)Nc1c(C(=O)N2CCCCCC2)cnn1-c1ccccc1Cl	6%	-8%	1.7%	14%	-15%
CCS(=O)(=O)N1Cc2ccccc2CC1C(=O)Nc1cccc(C)c1 (centres undefined)	-5%	11%	2.1%	9%	-7%
CCNc1nc(N2CCOCC2)nc(N(c2ccccc2)c2ccccc2)n1	8%	8%	3.5%	3%	-7%
CS(=O)(=O)Nc1ccccc1C(=O)Nc1ccccc1Cl	-2%	3%	0.7%	13%	4%
CC(=O)Nc1ccc(S(=O)(=O)NCc2nnnn2-c2ccc(Cl)cc2)cc1	-2%	7%	1.7%	-2%	3%
Cn1nccc1NC(=O)Nc1cccc(Br)c1	8%	15%	i	5%	0%
Cc1cccc(OCC(=O)NCc2ccccc2)c1	2%	0%	1.1%	61%	7%
O=c1c2cnn(-c3ccccc3)c2ncn1Cc1ccccc1	0%	7%	0.2%	77%	-15%
CCCCCCOc1ccc(N2C(=O)CC(N3CCC(C(=O)OCC)CC3)C2=O)cc1 (centres undefined)	-10%	34%	i	u	-2%
Cc1ccc(Cn2ccc(NC(=O)c3cc(-c4cccc(Cl)c4)on3)n2)cc1	1%	-7%	10%	1%	3%
CCOC(=O)CNC(=O)CSc1nnc(Cn2c(=O)sc3ccccc32)n1C	-6%	9%	1.7%	-32%	-6%
N#Cc1nc(COc2ccc(F)cc2)oc1N1CCN(Cc2ccccc2)CC1	11%	16%	2.3%	31%	-6%
O=c1c2ccccc2nc(-c2ccc([N+](=O)[O-])cc2)n1-c1ccccc1	1%	-5%	0.3%	-2%	-2%
O=C(NCCC(=O)N1CCC2(CC1)NCCc1[nH]cnc12)c1ccc(Br)cc1	5%	6%	0.6%	10%	1%
CC(=O)c1cccc(NC(=O)CCc2nnc3ccc(NCc4ccco4)nn23)c1	8%	-1%	1.0%	-20%	-1%
COc1cc2nc(NC(=O)c3ccccc3)sc(=O)c2cc1OC	x	-12%	4.7%	x	x
COc1ccc(-c2nc3ccccc3c(=O)n2CCCN2CCOCC2)cc1	5%	-9%	1.4%	0%	4%
O=C(O)CCN1C(=O)C(=C2CCCCCC2)SC1=S	-4%	-7%	2.3%	48%	-15%
CCCCC(Sc1nc(N)c(NC(=O)c2ccc(OCC)cc2)c(=O)[nH]1)C(=O)O (centres undefined)	0%	-2%	0.4%	-17%	-8%
O=C(O)C1C2C=CC(C2)C1C(=O)NCCc1ccncc1 (centres undefined)	-5%	5%	5.7%	32%	-3%
COc1cc2nc(COc3ccccc3[N+](=O)[O-])oc(=O)c2cc1OC	3%	-6%	1.1%	67%	-2%
COCc1nnc(NC(=O)C23CC4CC(CC(C4)C2)C3)s1	x	-1%	5.2%	x	x
O=C(CSc1ncn[nH]1)c1ccc2c(c1)OCCO2	8%	-11%	0.2%	12%	0%
CC(C)Nc1nc(-c2cccnc2)nc(-c2ccc(Cl)cc2)c1C#N	6%	0%	0.8%	-2%	-3%
O=C(COc1ccc(F)cc1)N1CCC(c2ccccc2)C1 (centres undefined)	-3%	-6%	1.2%	55%	12%
COc1ccc(CNc2cccc3[nH]c(C(F)(F)F)nc23)cc1	6%	-19%	3.0%	5%	10%

Structures from the list above that have a CF3 group:
SMILES	H37Rv inhibition	H1N1 NS1A inhibition	inhibitors of VEEV	M. tuberculosis	PhoP GFP inhibition	others
Cc1ccc(S(=O)(=O)Nc2ccc(NC(=O)Nc3cccc(C(F)(F)F)c3)cc2)cc1	-4%	-5%	i	14%	0%
COc1ccc(CNc2cccc3[nH]c(C(F)(F)F)nc23)cc1	6%	-19%	3.0%	5%	10%

Gathered by group: the entries above with bromine.
SMILES	H37Rv inhibition	H1N1 NS1A inhibition	inhibitors of VEEV	M. tuberculosis	PhoP GFP inhibition	others
Cn1nccc1NC(=O)Nc1cccc(Br)c1	8%	15%	i	5%	0%
O=C(NCCC(=O)N1CCC2(CC1)NCCc1[nH]cnc12)c1ccc(Br)cc1	5%	6%	0.6%	10%	1%

Other records
SMILES	H37Rv inhibition	H1N1 NS1A inhibition	inhibitors of VEEV	M. tuberculosis	PhoP GFP inhibition	others
Cc1ccc(NC(=O)C(C)OC(=O)C2CC3CCCC(C2)C3=O)cc1S(=O)(=O)N1CCOCC1 (centres undefined)	x	-5%	5.8%	x	x
CSc1ccccc1NC(=O)c1cc2c(=O)n3ccccc3nc2s1	9%	-1%	0.5%	-17%	-7%
CN1C(=O)C(CC(=O)Nc2ccc(F)cc2)N(Cc2cccs2)C1=S (centres undefined)	-5%	-28%	1.7%	11%	9%
CC(C)(C)Nc1nc(Oc2ccc(=O)[nH]n2)nc(N2CCOCC2)n1	12%	2%	0.5%	-5%	3%
Cc1ccc(OCCCCNC(C)(C)C)c([N+](=O)[O-])c1	6%	5%	0.7%	8%	10%
N#Cc1ccccc1Sc1ccccc1C(=O)Nc1ccc2ccccc2c1	6%	3%	i	11%	-8%	inhibitors of VEEV 10K pilot screen=1.4
CCCNC(=O)Cn1c(=O)/c(=C\c2ccc(-c3ccc([N+](=O)[O-])cc3)o2)s/c1=C\C(=O)C(C)(C)C	-7%	4%	i	-10%	-19%	inhibitors of VEEV 10K pilot screen=4.2
COc1ccccc1C(c1nnnn1Cc1ccccc1)N1CCN(c2nc3ccccc3s2)CC1 (centres undefined)	6%	-3%	7.2%	36%	13%
CC(=O)c1ccc(NC(=O)N2C[C@H]3C[C@@H](C2)c2cccc(=O)n2C3)cc1	-14%	-3%	i	-10%	15%
COCCCNC(=S)N/N=C/c1ccc(O)cc1O	-7%	x	i	2%	11%
CC1Sc2ccc(C(=O)NCc3ccccn3)cc2NC1=O (centres undefined)	6%	-5%	3.2%	10%	x
CCCC(C)C(=O)Nc1ccc(Cl)cn1 (centres undefined)	-5%	-2%	0.8%	i	5%
O=C(Nc1ccc(C(=O)N2CCCCC2)cc1)c1cccc([N+](=O)[O-])c1	1%	-6%	6.2%	29%	-5%
O=C(CCS(=O)(=O)c1ccccc1)N(CCCN1CCOCC1)c1nc2ccc(F)cc2s1	64%	-5%	u	u	2%
CCN1CCN(c2ccc(S(=O)(=O)N3CCCCC3)cc2NC(=O)/C=C/c2ccc(Cl)cc2)CC1	x	3%	10%	x	x
FC(F)(F)c1cnc2c(-c3ccc(Cl)cc3Cl)noc2c1	-2%	1%	0.6%	13%	8%
CCOC(=O)C1=C(CC)OC(N)=C(C#N)C1c1ccc(OC)c(C)c1OC (centres undefined)	-4%	-3%	0.8%	12%	-9%
CCNS(=O)(=O)c1ccc(NC(=S)NCC2CCCO2)cc1 (centres undefined)	-13%	-4%	0.8%	3%	3%
O=C(Cc1ccc(Cl)cc1)NC(=S)Nc1ccccc1O	u	-24%	0.4%	16%	-1%

Screens as filed in PubChem BioAssay.
